MEP2-GFP yeast: modulators of MEP2-GFP levels in yeast, primary screen, S. cerevisiae, multiplex flow cytometry, MLPCN library; S. cerevisiae MEP2-GFP strain, 3 h; 100% = DMSO control level; GFP response vs DMSO, % at 10 µM; hit rate 0.51% among 330,000; AID 2016, 2009;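 active = GFP response versus DMSO above a set limit, roughly screen mean plus 3 SD, cut at about 180% in these data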;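 also: median GFP fluorescence of the barcode-gated MEP2-GFP cells per well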
Efflux pump mplx: inhibitors of Candida efflux pumps in yeast, primary screen, S. cerevisiae, Nile Red, multiplex; S. cerevisiae Candida pump triplex; inhibition, % at 10 µM; hit rate 0.44% among 330,000; AID 485275, 2010;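 active = plate passing quality check with inhibition over a set limit, or well fluorescence over plate mean plus 4 SD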;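 also: Nile Red retained in pooled yeast measured as flow cytometry median fluorescence; 0% = buffer negative control and 100% = Enniatin B positive control; higher means more Nile Red kept so more efflux inhibition; some compounds called inactive have numbers as strong as hits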
AGP1-GFP MLPCN: modulators of AGP1-GFP expression in yeast TOR pathway, primary screen, cell-based, multiplex flow cytometry, S. cerevisiae, MLPCN library. 3 h; GFP as percent of DMSO wells. GFP response vs DMSO, % at 10 µM. hit rate 0.02% among 320,000. AID 2066, 2009;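 active = GFP response relative to DMSO above a set limit, near screen average plus 3 SD, cut at about 150% in these data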;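 also: median GFP channel fluorescence of the gated AGP1 strain per well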
CIT2 TOR yeast: modulators of CIT2-GFP expression in yeast, primary screen, S. cerevisiae, GFP fusion, multiplex flow cytometry, MLPCN library | S. cerevisiae CIT2-GFP strain, 3 h; 100 means same as DMSO wells | GFP response vs DMSO, % at 10 µM | hit rate 0.065% among 320,000 | AID 2029, 2009;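 active = GFP response relative to DMSO above a set limit, near the screen mean plus 3 SD, cut at about 150% in these data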;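 also: ratio of well median GFP fluorescence to mean of DMSO wells on the plate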
AHR act: AHR activators, primary screen, cell-based, luminescence, luciferase reporter, human | Aryl hydrocarbon receptor (Homo sapiens), P35869 | AHR-responsive luciferase reporter cells | activation, % at 5 µM | hit rate 2.5% among 320,000 | AID 2796, 2010; in the data active = activation above about 47%;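 also: 0% = vehicle wells and 100% = reference agonist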
Target sequence (P35869 whole entry, looked up): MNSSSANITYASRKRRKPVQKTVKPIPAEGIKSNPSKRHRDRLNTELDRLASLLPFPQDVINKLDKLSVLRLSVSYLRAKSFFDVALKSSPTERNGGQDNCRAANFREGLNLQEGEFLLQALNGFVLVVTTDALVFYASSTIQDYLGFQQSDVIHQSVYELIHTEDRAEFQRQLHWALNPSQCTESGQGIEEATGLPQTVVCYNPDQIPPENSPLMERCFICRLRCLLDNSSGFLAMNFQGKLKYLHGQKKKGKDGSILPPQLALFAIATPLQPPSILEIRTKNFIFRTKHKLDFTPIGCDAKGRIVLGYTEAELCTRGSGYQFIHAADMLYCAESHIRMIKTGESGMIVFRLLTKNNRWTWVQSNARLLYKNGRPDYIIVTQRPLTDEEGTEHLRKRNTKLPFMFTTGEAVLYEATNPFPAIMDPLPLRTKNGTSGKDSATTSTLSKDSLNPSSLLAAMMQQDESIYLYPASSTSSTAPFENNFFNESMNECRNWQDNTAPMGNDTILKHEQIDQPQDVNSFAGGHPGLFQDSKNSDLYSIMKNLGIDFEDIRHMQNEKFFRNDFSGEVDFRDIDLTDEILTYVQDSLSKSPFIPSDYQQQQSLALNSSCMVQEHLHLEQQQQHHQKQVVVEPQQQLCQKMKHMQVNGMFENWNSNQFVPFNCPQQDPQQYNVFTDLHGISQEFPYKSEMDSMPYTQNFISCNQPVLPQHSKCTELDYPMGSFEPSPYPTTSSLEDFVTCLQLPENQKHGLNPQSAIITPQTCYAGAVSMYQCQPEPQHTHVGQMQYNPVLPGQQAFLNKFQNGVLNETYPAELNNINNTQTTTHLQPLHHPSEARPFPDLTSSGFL
CR mimetic SO: reduction of superoxide in aged yeast, primary screen, HTS; S. cerevisiae aged cells, superoxide DHE fluorescence; stronger effect = lower value; superoxide response (% of plate mean), % at 10 µM; hit rate 0.18% among 330,000; AID 2690, 2010;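 active = superoxide response under a set limit, about three screen SD below normal, cut at about 65% in these data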;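 also: yeast aged for seven days with compound at 30 °C before DHE staining; 100% = average MFI of all compound-treated wells on the plate with controls excluded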
LAP4-GFP MLPCN: modulators of LAP4-GFP expression in yeast, primary screen, S. cerevisiae, multiplex flow cytometry, MLPCN library; hit rate 0.34% among 320,000; AID 2023, 2009; 3 h; median GFP as percent of DMSO wells; GFP response vs DMSO, % at 10 µM;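 active = GFP response vs DMSO above a set limit, about the screen mean plus 3 SD, cut at about 150% in these data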
RPL19A-GFP yeast: RPL19A-GFP expression modulators in yeast, primary screen, cell-based, S. cerevisiae, multiplex flow cytometry, MLPCN; hit rate 0.3% among 330,000; S. cerevisiae RPL19A-GFP strain, 3 h; stronger effect = lower value; percent response vs DMSO, % at 10 µM;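 active = percent response vs DMSO below 50%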;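 also: median channel GFP fluorescence of the barcoded RPL19A-GFP strain; ratio of sample median GFP to plate DMSO average so 100% = DMSO; lower means less RPL19A-GFP as with rapamycin TOR inhibition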
Active calls of the source: *; nt = not tested or not shown; [ ] = dose if it differs, or a comment. This is a random part of the collection (roughly 3.9% active in at least one column).

SMILES | MEP2-GFP yeast | Efflux pump mplx | AGP1-GFP MLPCN | CIT2 TOR yeast | AHR act | CR mimetic SO | LAP4-GFP MLPCN | RPL19A-GFP yeast
CC1(C)Cc2nc3sc4c(SCC(=O)NC(c5ccccc5)c5ccccc5)ncnc4c3cc2CO1 | 100 | 0.0 | 92 | 99 | 6 | 101 | 88 | 90
O=C(NCC(c1ccco1)N1CCN(c2ccc(F)cc2)CC1)C(=O)NC1CC1 (stereo not drawn) | 105 | -0.2 | 110 | 106 | 0 | 98 | 97 | 104
CN(C1CCCCC1)C(CNS(=O)(=O)c1ccc(Cl)cc1)c1ccccc1 (stereo not drawn) | 120 | -0.2 | 111 | 113 | 0 | 100 | 102 | 113
O=S(=O)(c1ccc(NCCc2c[nH]c3ccccc23)nc1)N1CCOCC1 | 99 | 0.1 | 101 | 101 | 12 | 107 | 103 | 99
OC1CCCN(Cc2cn(Cc3ccccc3)nc2-c2cc3ccccc3o2)C1 (stereo not drawn) | 96 | -0.2 | 106 | 98 | 0 | 97 | 99 | 99
CCSC1=C(C#N)C(c2cccc(O)c2)CC(=O)N1 (stereo not drawn) | 96 | -0.2 | 113 | 94 | 1 | 89 | 104 | 103
O=C(NC1CCN(Cc2ccccc2)CC1)C1CCN(S(=O)(=O)c2cccc3cccnc23)CC1 | 99 | -0.1 | 104 | 104 | -1 | 98 | 97 | 99
CCn1c(=O)c(C(=O)CN2CCN(S(=O)(=O)c3cc(C)ccc3C)CC2)c(N)n(Cc2ccccc2)c1=O | 131 | -1.8 | 115 | 110 | 1 | 95 | 112 | 110
C=CCN(CC=C)C(=S)NC(=O)/C=C/c1ccc(C)cc1 | 94 | 1.3 | 94 | 93 | 13 | 90 | 90 | 99
CC(Sc1nnc2c(n1)C1CCC2(C)C1(C)C)C(=O)Nc1ccccc1 (stereo not drawn) | 105 | 0.9 | 102 | 108 | -1 | 102 | 92 | 106
O=C1CC(Nc2ccc3ccccc3c2)C(=O)N1Cc1ccccc1 (stereo not drawn) | 88 | -0.2 | 92 | 90 | 22 | 116 | 86 | 90
NNC(=O)c1oc2nc(-c3ccccc3)cc(-c3ccco3)c2c1N | 98 | 0.0 | 94 | 87 | 76* | 98 | 105 | 91

11 entries from above, as comma-separated lines:
mol,MEP2-GFP yeast,Efflux pump mplx,AGP1-GFP MLPCN,CIT2 TOR yeast,AHR act,CR mimetic SO,LAP4-GFP MLPCN,RPL19A-GFP yeast
CC1(C)Cc2nc3sc4c(SCC(=O)NC(c5ccccc5)c5ccccc5)ncnc4c3cc2CO1,100,0.0,92,99,6,101,88,90
O=C(NCC(c1ccco1)N1CCN(c2ccc(F)cc2)CC1)C(=O)NC1CC1 (stereo not drawn),105,-0.2,110,106,0,98,97,104
CN(C1CCCCC1)C(CNS(=O)(=O)c1ccc(Cl)cc1)c1ccccc1 (stereo not drawn),120,-0.2,111,113,0,100,102,113
O=S(=O)(c1ccc(NCCc2c[nH]c3ccccc23)nc1)N1CCOCC1,99,0.1,101,101,12,107,103,99
OC1CCCN(Cc2cn(Cc3ccccc3)nc2-c2cc3ccccc3o2)C1 (stereo not drawn),96,-0.2,106,98,0,97,99,99
CCSC1=C(C#N)C(c2cccc(O)c2)CC(=O)N1 (stereo not drawn),96,-0.2,113,94,1,89,104,103
O=C(NC1CCN(Cc2ccccc2)CC1)C1CCN(S(=O)(=O)c2cccc3cccnc23)CC1,99,-0.1,104,104,-1,98,97,99
CCn1c(=O)c(C(=O)CN2CCN(S(=O)(=O)c3cc(C)ccc3C)CC2)c(N)n(Cc2ccccc2)c1=O,131,-1.8,115,110,1,95,112,110
C=CCN(CC=C)C(=S)NC(=O)/C=C/c1ccc(C)cc1,94,1.3,94,93,13,90,90,99
CC(Sc1nnc2c(n1)C1CCC2(C)C1(C)C)C(=O)Nc1ccccc1 (stereo not drawn),105,0.9,102,108,-1,102,92,106
O=C1CC(Nc2ccc3ccccc3c2)C(=O)N1Cc1ccccc1 (stereo not drawn),88,-0.2,92,90,22,116,86,90

(list continues)
SMILES | MEP2-GFP yeast | Efflux pump mplx | AGP1-GFP MLPCN | CIT2 TOR yeast | AHR act | CR mimetic SO | LAP4-GFP MLPCN | RPL19A-GFP yeast
O=C(CSc1nc2c(sc3ccccc32)c(=O)n1CCCN1CCOCC1)NCC1CCCO1 (stereo not drawn) | 107 | -0.1 | 112 | 108 | 0 | 82 | 105 | 101
Cc1nc(N2CCCCC2)c2c(C)c(C(=O)Nc3ccc4c(c3)OCCO4)sc2n1 | 103 | 0.4 | 95 | 93 | -5 | 97 | 101 | 94
O=C(NC1CCCC1)c1cc(-c2ccccc2)on1 | 100 | 0.1 | 96 | 95 | -2 | 107 | 103 | 100
O=C(C1CC(c2ccc(F)cc2)=NO1)N1CCc2ccccc2C1 (stereo not drawn) | 102 | -0.4 | 105 | 101 | 0 | 106 | 99 | 99
COc1cc(/C=N/NC(=O)Cc2c[nH]c3ccccc23)cc(OC)c1OC | 98 | 0.0 | 104 | 101 | 20 | 89 | 97 | 102
Fc1ccccc1Cn1cnc(NC(=S)NCCc2ccccc2)n1 | 93 | 0.0 | 100 | 106 | 3 | 111 | 95 | 100
CCn1cc(C(=O)O)c(=O)c2cnc(N3CCN(C(=S)Nc4ccccc4Cl)CC3)nc21 | 99 | 0.4 | 96 | 90 | 1 | 106 | 101 | 101
CC1(C)CC(CC(=O)Nc2ccc([N+](=O)[O-])cc2)C(=O)O1 (stereo not drawn) | 106 | 0.0 | 108 | 110 | 1 | 106 | 107 | 104
COc1ccc(C(=O)Nc2ccccc2C(=O)N/N=C/c2ccccc2OC)cc1 | 98 | 0.3 | nt | 95 | 103* | 104 | 94 | 95
CCN(CC)c1ccc(NC(=O)c2ccccc2Br)cc1S(=O)(=O)Nc1ccccc1OC | 95 | -0.2 | 102 | 96 | 7 | 95 | 105 | 95
O=C(N/N=C\c1ccc(-c2ccc(Cl)c(Cl)c2)o1)C(=O)N1CCCC1 | 110 | 0.3 | 90 | 97 | 3 | 93 | 113 | 95
CN1CCN(C(=O)CNc2ccc(C(F)(F)F)cc2[N+](=O)[O-])CC1 | 94 | 0.0 | 94 | 97 | 29 | 102 | 97 | 98
Cc1ccc(C(=O)c2c(C)oc3c2C(=O)C(=O)c2ccccc2-3)cc1 | 98 | 0.0 | 99 | 89 | 40 | 118 | 108 | 94
Cc1cccc(Nc2nc(-c3ccc(F)c(C)c3)cs2)n1 | 109 | 0.3 | 82 | 93 | 95* | 69 | 113 | 94
COc1ccc(C(=O)Nc2ccc(Oc3nc(C)nc4sc(-c5ccccc5)cc34)cc2)cc1OC | 104 | 0.1 | 98 | 102 | -1 | 103 | 88 | 105
COc1ccc(Nc2nnc(SC(C)C(=O)NC3CC3)s2)cc1 (stereo not drawn) | 110 | 0.0 | 98 | 98 | 4 | 91 | 109 | 97
CCCCC(=O)OCC(=O)Nc1ccc(OC(F)F)cc1 | 98 | 0.1 | 88 | 90 | 2 | 111 | 88 | 96
C/C(=N\Nc1cccc([N+](=O)[O-])c1)c1cc2ccccc2o1 | 94 | 0.0 | 99 | 91 | 16 | 101 | 101 | 99
FC(F)(F)c1cc(-c2ccco2)nc(-n2cnc3ccccc32)n1 | 118 | -0.1 | 113 | 107 | 14 | 110 | 109 | 110
CCCN(C(=O)CSc1ccccc1C(=O)O)C1CCS(=O)(=O)C1 (stereo not drawn) | 93 | 0.1 | 102 | 84 | 0 | 111 | 100 | 90
Cn1c(SCc2cc(=O)[nH]c3ccccc23)nnc1-c1ccco1 | 104 | 0.0 | 105 | 100 | 0 | 99 | 101 | 102
COCc1cc(Sc2ccc(Cl)cc2Cl)nc(-c2ccccc2)n1 | 98 | 0.3 | 99 | 95 | 6 | 108 | 94 | 96
CNC(=O)c1cc(C(=O)c2ccc(F)cc2C(F)(F)F)c[nH]1 | 100 | -0.1 | 103 | 107 | 1 | 108 | 83 | 101
O=C(NCCN1CCOCC1)c1cc(-c2ccc(Cl)c(Cl)c2)on1 | 107 | 0.1 | 97 | 98 | -1 | 88 | 102 | 102
Brc1cccc(C=Nc2cccc3ncccc23)c1 | 94 | 0.0 | 106 | 88 | 2 | 110 | 112 | 95
CCOc1ccc(C(CC(=O)O)NC(=O)C(CC)c2ccccc2)cc1 (stereo not drawn) | 100 | -0.2 | 108 | 108 | 1 | 95 | 84 | 102
COc1cccc(O)c1CN1CCC(C(=O)Nc2ccc(-c3cccc(C)c3)cc2)CC1 | 93 | 0.2 | 100 | 99 | 10 | 105 | 86 | 100
CCC(=O)N1c2ccc(S(=O)(=O)N3CCCCC3)cc2CC1C (stereo not drawn) | 97 | -0.3 | 98 | 102 | 2 | 97 | 98 | 96
Cc1csc2nc(O)c(C(=O)NCc3ccc4c(c3)OCO4)c(=O)n12 | 91 | 0.1 | 87 | 77 | 8 | 96 | 114 | 86
COc1ccc(OCCCC(=O)N(C)CC(=O)Nc2ccccc2Cl)cc1 | 166[may fluoresce green] | -0.1 | 103[may fluoresce green] | 113[may fluoresce green] | -1 | 100 | 118[may fluoresce green] | 102[may fluoresce green]
CC(C)(c1ccccc1)c1ccc(OCCN2CCOCC2)cc1 | 104 | 0.0 | 90 | 99 | 3 | 106 | 96 | 103
Cc1sc2nc(COC(=O)CNC(=O)c3ccc(C(C)(C)C)cc3)[nH]c(=O)c2c1C | 89 | -0.3 | 100 | 86 | 10 | 101 | 113 | 87
CN(Cc1ccccn1)C(=O)C1CCC(=O)N(CCc2ccc(Cl)cc2)C1 (stereo not drawn) | 98 | -0.1 | 104 | 104 | 7 | 109 | 93 | 103
CC(C)[C@H](NC(=O)c1ccccc1)C(=O)OCC(=O)NCCC1=CCCCC1 | 97 | 0.1 | 98 | 94 | 2 | 104 | 91 | 99
O=C(COc1ccccc1)N1CCN(c2ncccn2)CC1 | 101 | 0.0 | 97 | 90 | 4 | 90 | 107 | 95
CCOc1ccc(S(=O)(=O)NC(C)C(=O)NCc2ccc3c(c2)OCO3)cc1 (stereo not drawn) | 94 | 0.2 | 87 | 92 | 3 | 95 | 85 | 94
Cc1ccc(C)c(NC(=O)COC(=O)CNC(=O)c2ccccc2Cl)c1 | 94 | 0.0 | 98 | 98 | 0 | 95 | 106 | 98
CCn1c(SCC(=O)Nc2ccc(S(=O)(=O)Nc3ccccn3)cc2)nnc1-c1ccncc1 | 102 | 0.0 | 98 | 101 | 0 | 112 | 91 | 94
Cc1c(CC(=O)O)c(=O)oc2cc(OCc3ccc(Cl)cc3)ccc12 | 105 | 0.3 | 90 | 99 | 3 | 92 | 93 | 105
O=C(c1ccco1)N1CCN(c2cc(=O)n(C3CCCCC3)c(=O)[nH]2)CC1 | 93 | 0.3 | 87 | 91 | 5 | 99 | 89 | 94
COc1ccc(NC(=O)CN(C)C(=O)c2cc(-c3ccc(OC)cc3)nc3ccccc23)cc1 | 101 | 0.0 | 93 | 98 | 23 | 94 | 94 | 100
O=S(=O)(c1ccc(Br)cc1)N1CCn2c(nc3ccccc32)C1 | 99 | 0.0 | 95 | 94 | 5 | 83 | 102 | 93

Screening data deposited in PubChem by several laboratories.
